EPAC2 antagonist: EPAC2 (human) antagonism; Potency, µM (doses to about 114 µM), inactives show at the top dose activity, negative = inhibition, usual class: inhibitors; hit rate 0.18% among 360,000; EPAC2 GEF exchange of Rap1B-BODIPY-GDP, fluorescence; also: potency is read from the fitted curve at half-maximal effect; % is scaled to controls: 0 for no effect and ±100 for the full control effect; nearly all actives have a fitted effect of over 45% in size; many of its hits are not listed in these tables
D3 ag: D3 dopamine receptor (human) agonism | D3R DiscoveRx beta-arrestin cells, luminescence, 90 min | max activation, % | hit rate 0.58% among 410,000 | AID 652048; in the data active = max activation above about 30%; also: 0% is about no effect; mostly tested at two doses, the higher about 12 µM
Target sequence (P35462 whole entry, looked up): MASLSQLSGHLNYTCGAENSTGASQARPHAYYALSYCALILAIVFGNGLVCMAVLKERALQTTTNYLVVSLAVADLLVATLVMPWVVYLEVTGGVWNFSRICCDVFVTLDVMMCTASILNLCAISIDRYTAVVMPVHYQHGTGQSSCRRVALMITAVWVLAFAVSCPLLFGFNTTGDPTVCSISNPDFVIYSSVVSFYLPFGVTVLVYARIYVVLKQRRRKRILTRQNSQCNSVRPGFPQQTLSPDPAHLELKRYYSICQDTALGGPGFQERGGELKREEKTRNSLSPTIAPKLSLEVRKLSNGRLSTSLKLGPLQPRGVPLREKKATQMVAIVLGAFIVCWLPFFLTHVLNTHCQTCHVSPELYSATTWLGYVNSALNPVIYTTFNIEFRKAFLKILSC
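Cells at 1500/well, incubated overnight, then treated with pinned compounds (dopamine as control) for 90 min at 37 degrees C. DiscoveRx reagent added for 30 - 60 minutes at room temperature; luminescence read.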
D3 antag: blocks the human D3 dopamine receptor; D3R cells, DiscoveRx beta-arrestin luminescence, antagonist mode; active compounds read low; max response, negative = inhibition, %; AID 652054; hit rate 2.5% among 360,000; P35462; in the data active = max response below about -50%; inconclusive = no clear call, values can overlap the other calls; also: % is scaled to controls: 0 for no effect and ±100 for the full control effect; mostly tested at two doses, the higher about 12 µM
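Cells plated overnight at 1500 cells/well, then exposed to library compounds with dopamine controls for 90 minutes at 37 degrees C. DiscoveRx reagent added for 30–60 minutes at room temperature; luminescence read, quantitative HTS format.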
Abeta rescue: restores growth of yeast expressing A-beta42 peptide; hit rate 0.063% among 410,000; AID 1347071; Potency, µM (top dose mostly 46.1 µM), for inactives: top-dose growth rescue, actives largely listed as activators; yeast expressing A-beta42, growth rescue, OD600, 48 h; response scale: 0% DMSO, 100% iron-clioquinol control; also: potency is read from the fitted curve at half-maximal effect; nearly all actives have a fitted effect of over 55% in size
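Growth rescue measured by 600 nm absorbance after 48 h yeast culture at 30 C with compound. Values normalized between DMSO and an equimolar ferric chloride plus clioquinol control.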
EPAC2 ag: EPAC2 (human) agonism; Q8WZA2; EPAC2 activation, biochemical qHTS; response scale: 100% = 6.5 mM cAMP response; Potency, µM (highest dose often 154 µM), inactives show top-dose activation, most hits filed as activators; hit rate 0.079% among 360,000; AID 720711; also: potency is read from the fitted curve at half-maximal effect; nearly all actives have a fitted effect of over 50% in size
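Fluorescence exchange assay: 100 nM EPAC2 with 250 nM RAP1B-BODIPY-GDP and 50 uM GDP; compounds tested as a concentration-titration series (qHTS). Loss of Rap1-bound BODIPY-GDP fluorescence read at 480/540 nm; data normalized to 6.5 mM cAMP.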
TDP-43 yeast inh: inhibitors of TDP-43 toxicity in yeast; Potency, µM (highest dose often 46.1 µM), for the others: top-dose growth rescue (activation), hits mostly activators; TDP-43 expressing yeast growth rescue, BacTiter-Glo, 24 h; hit rate 1.8% among 410,000; AID 652104; also: potency is read from the fitted curve at half-maximal effect; % of control where 0% means no effect; nearly all actives have a fitted effect of over 50% in size
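Yeast expressing TDP-43 (pregrown in raffinose, seeded at OD600=0.02 in galactose medium) exposed to compounds 24 hr at 30 deg C. Growth read by BacTiter-Glo luminescence; rescue of toxicity appears as increased signal.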
FUS suppressor: rescues growth of FUS-expressing yeast; S. cerevisiae FUS-expressing, growth rescue, OD600, 24 h; Potency, µM (series often up to 76.6 µM), without a hit: at the highest dose growth rescue (activation), hits mostly activators; hit rate 0.24% among 390,000;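 also: potency is read from the fitted curve at half-maximal effect; plate controls were DMSO vehicle for no effect and reference control for full effect; nearly all actives have a fitted effect of over 55% in size; some results filed as inactive show a strong effect at the top dose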
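Galactose (2%) drives FUS expression in yeast precultured in raffinose; seeding density OD 0.005. Test compounds incubated 24hr at 30C and 99% humidity before absorbance at 600 nm was measured.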
aSyn yeast inh: rescues yeast growth from alpha-synuclein toxicity; Yeast expressing alpha-synuclein, growth rescue, BacTiter-Glo, 24 h; hit rate 0.14% among 370,000; Potency, µM (titrated, usually from 46.1 µM), for the others: at the highest dose growth rescue (activation), hits mostly activators; also: potency is read from the fitted curve at half-maximal effect; % of control where 0% means no effect; nearly all actives have a fitted effect of over 65% in size
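Readout is rescue of growth in alpha-synuclein-expressing yeast, so inhibitors of toxicity appear as activators. Growth after 24 hr at 30 deg C in galactose medium is quantified by luminescence.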
Starred values were filed as active, the others as inactive; ? = inconclusive; . = no result given; & = joins results of further samples; [ ] = dose if it differs, or a comment. Unless noted, calls follow the shape of the dose curve; as a rule, active = well fitted curve in the direction sought with a large enough effect; inconclusive = small, poorly fitted or top-dose-only effect, or another doubt; inactive = no such curve, though single readings can be large; an effect the other way counts as inactive or inconclusive. An excerpt, so the mix of outcomes need not match the whole.

Values run as follows: EPAC2 antagonist, D3 ag, D3 antag, Abeta rescue, EPAC2 ag, TDP-43 yeast inh, FUS suppressor, aSyn yeast inh
1. CC(=O)c1ccc(OCC(O)CN2CC(C)OC(C)C2)cc1 (stereo unspecified)
  -8%, -2, -55*, 2%, 8%, 21%, -6%, 0%
2. CC(=O)Nc1nc(C)c(-c2csc(Nc3ccc(O)cc3)n2)s1
  -4%, 3, 15, 9%, 16%, 22%, ?, 3%
3. O=C(c1ccccc1)c1nc[nH]c1C(=O)Nc1ccccn1
  6%, 4, ?, -1%, 0%[15.6 µM], -7%, 13%, 2%
4. COc1ccccc1CCNC(=O)CCn1c(=O)oc2ccccc21
  -2%, 3, 12, 12%, 5%, ?, -19%, 0%
5. COc1cccc(CC(=O)Nc2nc(-c3ccc(OC)c(OC)c3)cs2)c1
  0%, 2, 0, 0%, 10%, 4%, 31%, -4%
6. CCOC(=O)c1ccc(NC(=O)C2=C(C)C(=O)OC23CCCCCC3)cc1
  ., 4, ., 8%, ., 0%, 18%, .
7. CCOC(=O)c1cnn(CCOC(=O)c2ccc(F)cc2)c1NC(=O)c1ccc(F)cc1
  -16%, -13, 1, 4%, 3%, 3%, 40%, 0%
8. O=C(CN(CCc1ccccc1)C(=O)c1csnn1)NCc1ccc(F)cc1
  1%, 0, 4, 6%, 3%, 0%, -7%, 1%
9. CCOC(=O)c1ccccc1NC(=O)COC(=O)C1CC(=O)N(CCc2ccccc2)C1 (stereo unspecified)
  10%, 1, -9, -6%, 1%, 19%, 25%, 5%
10. COc1ccc(C(=O)NC(C(=O)N2CCc3ccccc32)C(C)C)cc1 (stereo unspecified)
  8%, 0, -19, 2%, -5%, 12%, ., -1%
11. CN(C)C(=O)N1CCN(C(=O)N(C)C)CC1
  -4%, -9, -13, -8%, -7%, -13%, 2%, -3%
12. N#Cc1ccc(Oc2ccc(S(=O)(=O)N3CCOCC3)cn2)cc1
  12%, 1, 7, 1%, 6%, 20%, -16%, 3%
13. Cc1cc(C)c(NC(=O)CN2C(=O)C3(SCC(=O)N3c3ccc(F)cc3)c3ccccc32)c(C)c1 (stereo unspecified)
  ., 2, ., 0%, ., 17%, ?, 0%
14. Cc1ccc(N(CCC#N)C(=O)CCl)cc1C
  3%, 12, 4, -33%[inhibitor], 3%, -9%[0.397 µM], -12%, -5%
15. COc1ccccc1N(CC(=O)Nc1cc(C)on1)S(=O)(=O)c1ccc(Cl)cc1
  -12%, -6, -9, 2%, 4µM*, -11%, -4%, -16%
16. NC(=O)CSc1nnc(Cc2cccs2)n1C1CCCCC1
  12%, 23, -14, -10%, -5%, 14%, 14%, -1%
17. C=CCc1cccc2cc(C(=O)NC3CCCC3)c(=O)oc12
  0%, 0, -8, -17%, 4%, 11%, 34%, 10%
18. COc1ccc(OC)c(NC(=O)Nc2nc(C(C)N)cs2)c1 (stereo unspecified)
  3%, 7, -12, -3%, 3%, 19%, -4%, -1%
19. C[C@H](O)[C@@H]1C(=O)N2CCc3ccc(N4CCOCC4)cc3[C@@H]2C[C@@H]1N(C)C(=O)Nc1ccccc1
  8%, 11, -1, 2%, -2%, -7%, -9%, -1%
20. CCOC(=O)N1CCN=C1SCc1ccc(Cl)c(Cl)c1
  -9%, 1, ?, 5%, 15%, 24%, 13%, 3%

Structures listed so far that contain a cyano group, in the order listed:
Values run as follows: EPAC2 antagonist, D3 ag, D3 antag, Abeta rescue, EPAC2 ag, TDP-43 yeast inh, FUS suppressor, aSyn yeast inh
12. N#Cc1ccc(Oc2ccc(S(=O)(=O)N3CCOCC3)cn2)cc1
  12%, 1, 7, 1%, 6%, 20%, -16%, 3%
14. Cc1ccc(N(CCC#N)C(=O)CCl)cc1C
  3%, 12, 4, -33%[inhibitor], 3%, -9%[0.397 µM], -12%, -5%

The listing continues.
Values run as follows: EPAC2 antagonist, D3 ag, D3 antag, Abeta rescue, EPAC2 ag, TDP-43 yeast inh, FUS suppressor, aSyn yeast inh
21. CCn1c(CCCOc2ccc(Cl)cc2Cl)n[nH]c1=S
  -14%, -4, -2, ?, -9%, ., 24%, ?
22. CCOc1ccc(S(=O)(=O)N2CCC(C(=O)N3CCCC3)CC2)cc1C
  -4%, -7, -3, -16%, 7%, -24%, 18%, 1%
23. COc1cccc(OCC(=O)NNC(=O)c2ccc(-c3ccccc3)cc2)c1
  5%, 1, 22, 27%, 0%, 10%, -4%, -7%
24. O=C(NCc1ccccc1)NC(=O)c1ccc(Cl)cc1
  15%, -26, -4, 4%, 9%, -16%, 11%, -4%
25. CCNc1nc(Cl)nc(-c2cn(-c3ccccc3)c3ccccc23)n1
  17%, -3, -1, 2%, -2%, -4%, -17%, 0%
26. COc1ccc(C(=O)N/N=C/c2ccc(OC)c(COc3ccc(F)cc3)c2)cc1
  -2%, -39, -8, -10%, 14%, ?, ., 8%
27. COCCN1Cc2cc3cc(C)ccc3nc2SC1=Nc1cccc(OC)c1
  -1%, -14, 5, 10%, 11%, 2%, 10%, 6%
28. O=C(Nc1ccc(OC(F)(F)F)cc1)c1ccc(-n2cncn2)nc1
  -2%, 2, 5, -4%, 7%, -16%, 5%, -2%
29. CCO[C@H]1OC(C(=O)N2CCOCC2)=C[C@@H](C)[C@@H]1CCCO
  -10%, -20, -20, 7%, 4%, 0%, -14%, -9%
30. Cn1c(=O)c2c(ncn2CC(=O)OCC(=O)Nc2cccc(C#N)c2)n(C)c1=O
  -9%, 5, 27, -3%, 14%, 12%, -12%, 2%
31. O=C(Nc1ccc(F)cc1)Nc1cc(S(=O)(=O)N2CCOCC2)ccc1N1CCCC1
  2%, 0, -5, 4%, 4%, 1%[9.22 µM], 8%, 0%
32. O=C1c2ccccc2C(=O)c2c1cccc2N(CCO)CCO
  -10%, 7, 24, -4%, 2%, ., 5%, -22%
33. O=c1c2oc3ccccc3c2n(Cc2cccc(Cl)c2)c(=O)n1Cc1ccc2c(c1)OCO2
  ., 2, ., -5%, ., 4%, -18%, .
34. COc1ccc(-c2cc(C(=O)O)nc3ccc4ccccc4c23)cc1OC
  -3%, 1, -17, 12%, 3%, 12%, 17%, -6%
35. O=C(O)Cn1nnnc1SCC(=O)Nc1ccc(F)cc1F
  14%, 4, 18, 9%, 3%, -20%, 6%, 3%
36. CN(C1CCCCC1)S(=O)(=O)c1ccc(C(=O)Nc2sc3c(c2C(N)=O)CC(C)(C)NC3(C)C)cc1
  1%, -1&-2, ?, 10%&-5%, -9%, -26%&21%, 22%&33%, -6%&-10%
37. O=C(Nc1ccc(Br)cc1)NC1CCCCCCC1
  -3%, -6, 9, -12%, 3%, 6%, -34%, 1%
38. CCCOc1ccc(-c2nonc2NC(=O)c2cc(OC)c(OC)c(OC)c2)cc1OCCC
  ., -17, ., -12%, ., 2%, 19%, .
39. O=C(N/N=C/C(Cl)=C\c1ccccc1)c1ccco1
  14%, -33, -24, 12%, 7%, -39%[1.82 µM], 35%, 2%
40. Cc1cc(=O)oc2cc(OCCC[n+]3ccccc3)ccc12
  -5%, 5, 2, 7%, 1%, -10%[1.82 µM], 7%, -8%

Some of these compounds in order of formula weight, falling:
Values run as follows: EPAC2 antagonist, D3 ag, D3 antag, Abeta rescue, EPAC2 ag, TDP-43 yeast inh, FUS suppressor, aSyn yeast inh
13. Cc1cc(C)c(NC(=O)CN2C(=O)C3(SCC(=O)N3c3ccc(F)cc3)c3ccccc32)c(C)c1 (stereo unspecified)
  ., 2, ., 0%, ., 17%, ?, 0%
26. COc1ccc(C(=O)N/N=C/c2ccc(OC)c(COc3ccc(F)cc3)c2)cc1
  -2%, -39, -8, -10%, 14%, ?, ., 8%
25. CCNc1nc(Cl)nc(-c2cn(-c3ccccc3)c3ccccc23)n1
  17%, -3, -1, 2%, -2%, -4%, -17%, 0%
12. N#Cc1ccc(Oc2ccc(S(=O)(=O)N3CCOCC3)cn2)cc1
  12%, 1, 7, 1%, 6%, 20%, -16%, 3%
21. CCn1c(CCCOc2ccc(Cl)cc2Cl)n[nH]c1=S
  -14%, -4, -2, ?, -9%, ., 24%, ?
29. CCO[C@H]1OC(C(=O)N2CCOCC2)=C[C@@H](C)[C@@H]1CCCO
  -10%, -20, -20, 7%, 4%, 0%, -14%, -9%

The list continues.
Values run as follows: EPAC2 antagonist, D3 ag, D3 antag, Abeta rescue, EPAC2 ag, TDP-43 yeast inh, FUS suppressor, aSyn yeast inh
41. O=C(CSc1nccn1Cc1ccccc1)Nc1ccccc1
  10%, -34, ?, 2%, 0%, -16%, ., -2%
42. COc1ccc(CCC(=O)OCC(=O)c2ccc[nH]2)cc1OC
  26%, 0, 16, -23%, 0%, -5%, ., 1%
43. O=C(/C=C/c1ccco1)NC(=S)Nc1cccc(-c2nc3ccccc3s2)c1
  6%, -5, -17, -5%, -11%, 1%, 21%, 0%
44. O=c1c2nccnc2[nH]c(=S)n1Cc1ccccc1
  15%, 10, -5, -16%, -7%, -20%, 15%, -2%
45. Cc1cn([C@H]2C[C@H](O)[C@@H](CNC=O)O2)c(=O)[nH]c1=O
  6%, 5, -5, 1%, 3%, 18%, -31%, -13%
46. COc1cc(C(C)=O)ccc1OCC(=O)Nc1ccc(Cl)c(S(=O)(=O)N2CCOCC2)c1
  -1%, 15, 24, 7%, 7%, 11%, ?, 5%[1.84 µM]
47. CCOCCCNC(=O)CN1C(=O)/C(=C/c2ccccc2C)Sc2ccccc21
  -5%, -13, 9, -4%, -2%, 2%, -6%, 6%
48. CCCOP(=O)(c1ccc(N(C)C)cc1)C(O)c1ccc(Br)cc1 (stereo unspecified)
  8%, -22, 0, 7%, -5%, -22%, 19%, 1%
49. COc1ccc2cc3cc(C(=O)NCC4CCCO4)oc3nc2c1 (stereo unspecified)
  4%, 2, -8, 11%, 8%, 11%, 4%, 10%
50. COc1ccc(Cl)cc1NC(=O)CN1CCN(S(=O)(=O)N2CCOCC2)CC1
  0%, -24, 4, 2%, 0%, -17%, -4%, 3%
51. CC(C)(C)C(=O)Nc1ccc(C(=O)CN2C(=O)NC3(CCOc4ccccc43)C2=O)cc1 (stereo unspecified)
  -6%, 3, 4, -12%, -6%, 11%, 19%, 7%
52. CCOC(=O)c1cccc(OCC(O)CNCCOc2ccccc2F)c1 (stereo unspecified)
  -7%, 1, -55*, -4%, 5%, -13%, 14%, 1%
